TRHR agonist: TRH receptor (human) agonism; P34981; activation, % at 2 µM; AID 493084; 0.18% of 360,000 active; TRHR cells, calcium flux fluo-8, FDSS agonist mode; in the data active means activation above about 30%; further: 0% is about no effect
Target sequence (P34981 whole entry, looked up): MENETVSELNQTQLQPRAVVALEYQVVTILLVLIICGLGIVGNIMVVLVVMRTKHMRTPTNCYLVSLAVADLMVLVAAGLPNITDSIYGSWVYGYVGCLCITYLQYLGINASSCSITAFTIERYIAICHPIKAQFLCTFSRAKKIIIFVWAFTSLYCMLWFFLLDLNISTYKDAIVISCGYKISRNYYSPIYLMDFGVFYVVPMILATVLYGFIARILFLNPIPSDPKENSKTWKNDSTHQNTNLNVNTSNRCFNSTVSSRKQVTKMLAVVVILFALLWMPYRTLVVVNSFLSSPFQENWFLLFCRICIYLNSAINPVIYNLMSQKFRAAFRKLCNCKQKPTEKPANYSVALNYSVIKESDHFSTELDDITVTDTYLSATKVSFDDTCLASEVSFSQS
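In this calcium-flux screen, cells bearing human TRHR are dye-loaded with fluo-8, baselined for 10 cycles, then exposed to library compounds; positive kinetic calcium responses during the agonist phase mark hits, with TRH as control.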
TRHR PAM: allosteric enhancers of human TRH receptor. TRHR cells, fluo-8 calcium fluorescence, EC20 TRH enhancement. enhancement, % at 2 µM. 0.66% of 360,000 active. AID 493056; in the data active means enhancement above about 30%; further: 0% is about no effect
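Enhancer read-out: after compound pinning and an initial kinetic agonist-mode read, an EC20 of TRH (10 nM final) was injected and fluo-8 calcium signal (Ex 480/Em 530) followed at 1 s/cycle for 100 cycles in TRHR-expressing cells.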
D2 antagonist: antagonizes the human D2 dopamine receptor | HEK293 TREx D2 cells, calcium flux, dopamine EC80 | 2% of 340,000 active | inhibition, % at 10 µM; in the data active means inhibition above about 30%; further: 0% is about no effect
Target sequence (P14416 whole entry, looked up): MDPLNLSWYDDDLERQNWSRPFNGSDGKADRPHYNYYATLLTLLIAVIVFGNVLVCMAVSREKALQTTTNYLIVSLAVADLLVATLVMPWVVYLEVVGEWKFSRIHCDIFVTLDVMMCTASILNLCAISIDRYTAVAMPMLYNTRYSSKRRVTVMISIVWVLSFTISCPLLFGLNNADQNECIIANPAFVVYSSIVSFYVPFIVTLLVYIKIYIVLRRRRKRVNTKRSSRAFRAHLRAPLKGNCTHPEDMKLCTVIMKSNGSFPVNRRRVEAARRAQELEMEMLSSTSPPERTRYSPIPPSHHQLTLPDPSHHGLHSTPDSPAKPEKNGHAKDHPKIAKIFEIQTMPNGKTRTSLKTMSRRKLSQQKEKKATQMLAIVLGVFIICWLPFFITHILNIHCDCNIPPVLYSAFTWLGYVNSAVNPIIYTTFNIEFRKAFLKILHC
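Calcium mobilization kinetics were recorded at 1 s intervals in tetracycline-induced HEK293 T-REx D2 cells, first for 180 s after compound addition and then 180 s after EC80 dopamine.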
mIDH1 inhibitor: inhibitors of human mutant IDH1 R132H; O75874; IDH1-R132H enzyme, NADPH consumption, diaphorase/resazurin fluorescence; Potency, µM (doses to about 76.6 µM), inactives show at the highest dose activity change, negative = inhibition, usual class: inhibitors; 0.093% of 390,000 active; further: potency means the concentration at half of the fitted maximal effect; on the % scale 0 is the no-effect control and ±100 the full control effect; nearly all actives have a fitted effect of over 65% in size
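IDH1-R132H (0.5 ug/mL) preincubated 30 min with compound, then NADPH (0.016 mM) and alpha-KG (2 mM) added; 80 min at RT, pH 7.5. Remaining NADPH coupled via diaphorase/resazurin to fluorescence (540/590 nm); concentration-response curves normalized to no-enzyme control.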
USP1 inh: blocks the human USP1/UAF1 deubiquitinase complex; O94782; AID 743255; 0.23% of 390,000 active; recombinant USP1/UAF1, Ub-Rhodamine cleavage fluorescence; Potency, µM (titrated, usually from 57.1 µM), without a hit: at the highest dose activity change, negative = inhibition, usual class: inhibitors; further: potency means the concentration at half of the fitted maximal effect; on the % scale 0 is the no-effect control and ±100 the full control effect; nearly all actives have a fitted effect of over 60% in size; inactives centre near -12
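In this screen, compounds sit with the deubiquitinase complex (1nM) for 15 min at room temperature before Ub-Rho is added at 150nM final. Fluorescence rise is then followed for 6 reads every 60 seconds.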
Pin1 inhibitor: human Pin1 inhibition. Q13526. Potency, µM (highest dose often 115 µM), for inactives: at the highest dose activity, negative = inhibition, hits mostly inhibitors. AID 504891. Pin1 FP peptide displacement, HiFluor488, 10 min. 0.009% of 390,000 active; active means well fitted inhibition curve with a large enough effect in the polarisation, with a control signal flat, not every such curve was filed as active; inconclusive means small, poorly fitted or top-dose-only effect, or effect the other way, or a change in a side signal; inactive means no such curve, though single readings can be large or run the other way; the % refers to the polarisation; further: potency means the concentration at half of the fitted maximal effect; on the % scale 0 is the no-effect control and ±100 the full control effect
Target sequence (Q13526 whole entry, looked up): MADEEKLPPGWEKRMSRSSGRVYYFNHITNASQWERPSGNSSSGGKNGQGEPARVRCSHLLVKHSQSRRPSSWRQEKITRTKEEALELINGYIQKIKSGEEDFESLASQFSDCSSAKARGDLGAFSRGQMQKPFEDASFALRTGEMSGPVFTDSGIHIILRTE
D2 agonist: D2 dopamine receptor (human) agonism | P14416 | activation, % at 2 µM | 0.53% of 340,000 active | HEK293 T-REx D2 cells, calcium flux agonist mode;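 active means activation over 3 SD above normal in the single-dose calcium agonist read, cut at about 30% in these data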; further: 0% is about no effect
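Agonism scored from kinetic calcium signal (1 read/sec, 180 s) following compound pin transfer, after a 10 s baseline. Cells: HEK293 Trex line expressing inducible D2 receptor coupled to calcium, dye-loaded after overnight culture at 30 C.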
TrxR1 inh: inhibitors of rat thioredoxin reductase 1; recombinant rTrxR1, NADPH fluorescence consumption, selenite substrate; Potency, µM (top dose mostly 114 µM), without a hit: at the top dose activity change, negative = inhibition, actives largely listed as inhibitors; 1% of 390,000 active; further: potency means the concentration at half of the fitted maximal effect; on the % scale 0 is the no-effect control and ±100 the full control effect; nearly all actives have a fitted effect of over 65% in size
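Rat TrxR1 (90 nM in the dispensed reagent) was pre-reduced with 400 uM NADPH for 5 min at room temperature, then incubated with compound for 15 min. After 400 uM selenite was added, NADPH fluorescence (Ex 340/Em 450 nm) was followed for 8 min.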
TrxR1 substrate: substrates of rat thioredoxin reductase 1. 0.01% of 390,000 active. purified TrxR1 substrate turnover, NADPH consumption readout. AID 588456. O89049. Potency, µM (top dose mostly 114 µM), for the others: at the top dose activity change, negative = substrate turnover; further: potency means the concentration at half of the fitted maximal effect; on the % scale 0 is the no-effect control and ±100 the full control effect; nearly all actives have a fitted effect of over 50% in size
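Rat TrxR1, dispensed at 90 nM, was prereduced with 400 uM NADPH (final) for 5 min at ~22 deg C, then incubated with compound 15 min before 400 uM selenite. A first-read NADPH fluorescence drop versus no-compound background flagged substrates.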
* = called active by the depositor; ? = inconclusive; / = not tested or not shown; [ ] = another dose, or the depositor's remark. Unless noted, the call rests on the fitted dose curve; in most records, active means well fitted inhibition curve with a large enough effect; inconclusive means small, poorly fitted or top-dose-only effect; inactive means no such curve, though single readings can be large or run the other way.

SMILES	TRHR agonist	TRHR PAM	D2 antagonist	mIDH1 inhibitor	USP1 inh	Pin1 inhibitor	D2 agonist	TrxR1 inh	TrxR1 substrate
COc1cc(C)ccc1OCCOCCOc1cccc2ccc(C)nc12	-0.7	3	1	6%	-17%	-10%	0.6	8%	1%
Cc1cccc2nc3c(nc12)CCCC3	0.2	-1	-12	18%	-15%	-2%	-0.2	49%[activator]	15%
CC(C)N(CC#CCC1(O)c2ccccc2-c2ccccc21)CCO	-0.4	1	11	2%	-12%	10%	0.4	-6%	5%[57.1 µM]
CSc1nc2ccc(S(=O)(=O)Nc3c(C)n(C)n(-c4ccccc4)c3=O)cc2s1	0.1	2	-4	5%	-14%	3%	0.4	31%	9%
O=C(Oc1cccnc1)c1cc2ccccc2oc1=O	-0.3	3	-2	12%	-17%	-1%	-0.1	3%[57.1 µM]	1%[57.1 µM]
C=CCN(C(=O)CSc1nnnn1C)c1nc(-c2ccccc2)cs1	0.4	5	4	4%	?	28%	0.3	-6%	-10%
Cc1ccc(NS(=O)(=O)c2cccc(C(=O)N(C)Cc3cccs3)c2)cc1	-0.1	-2	1	10%	-5%	2%	-0.5	-13%	-17%
CCOCCCNC(=O)c1cn2c3c(ccc(Cl)c3c1=O)OC(C)C2 (stereo not drawn)	0.4	-14	-11	9%	-22%	2%	-0.2	-3%	71%[activator]
C=CCN(c1ccccc1OC)S(=O)(=O)c1cccc(C(=O)NCC(c2ccc(OC)cc2)N2CCCC2)c1 (stereo not drawn)	/	/	/	8%	-14%	53%[activator]	/	-18%	-16%
Clc1nc2nc3n(c2nc1Cl)CCC3	0.6	7	9	4%	-26%	0%	0.1	15%[2.29 µM]	9%[2.29 µM]
Clc1ccc(-c2ccnc(-n3cccc3)n2)s1	0.4	5	9	0%	?	3%	-0.1	11%	2%
CCn1c(CC(=O)Nc2ccc(C)cc2)nnc1SCC(=O)N1CCOCC1	1.1	1	-5	8%	-13%	-5%	0.8	23%	2%
O=C(Nc1c(Cl)cccc1Cl)c1cc(=O)n(Cc2ccccc2)c(=O)[nH]1	0.3	0	-12	0%	-14%	2%	-0.3	20%	11%
CC(=O)Nc1ccc(S(=O)(=O)CCC#N)cc1	0.1	7	4	-3%	4%	-2%	-1.3	-4%[57.1 µM]	5%[57.1 µM]
Cc1nn(C)c(C)c1NC(=O)COc1ccc(Cl)cc1Br	0.9	-3	-26	2%	-20%	-8%	-0.7	14%	0%
O=C(N/C(=N\O)c1ccccc1)Nc1ccc(Cl)cc1	0.0	2	-20	6%	-15%	-1%	-0.9	9%[57.1 µM]	-6%
Cc1cccc(OCCOC(=O)C2CCN(S(=O)(=O)c3ccc(C)c(C)c3)CC2)c1	2.1	-3	-1	1%	-2%	3%	5.3	-6%	-11%
O=S(=O)(NC1=NCCCCC1)c1cccs1	1.1	6	29	6%	0%	-3%	1.1	12%	-4%
CCc1sc(C(=O)Nc2nc(C)cs2)cc1C	0.1	2	3	17%	-9%	3%	-0.9	12%[57.1 µM]	-2%[57.1 µM]
Fc1ccc(NC(=S)Nc2cccnc2)c(F)c1F	1.8	11	-13	6%	-12%	-2%	0.7	?	6%
CCOC(=O)/C(=C/c1ccc(Cl)cc1)NC(=O)c1ccco1	-0.3	1	-2	2%	-14%	8%	-0.3	-10%	-7%
CCOc1ccccc1NC(=O)c1ccc2c(=O)n3c(nc2c1)CCCCC3	-0.3	0	15	-3%	-17%	-7%	-0.1	19%	-5%
CC1CCCC(C)N1NC(=O)Cc1ccccc1 (stereo not drawn)	0.7	-3	3	11%	-7%	-1%	0.1	21%	8%
CC(=O)N1CCN(c2nc3ccc([N+](=O)[O-])cc3s2)CC1	0.3	-2	3	-5%	-1%	2%	0.3	-25%	-23%
Cc1cc(NC(=O)CCCC(=O)O)nc(C)n1	0.3	15	-2	14%	-1%	-5%	0.4	7%[57.1 µM]	1%[57.1 µM]

Sorted by SMILES length (falling): 14 of the compounds above.
SMILES	TRHR agonist	TRHR PAM	D2 antagonist	mIDH1 inhibitor	USP1 inh	Pin1 inhibitor	D2 agonist	TrxR1 inh	TrxR1 substrate
Cc1cccc(OCCOC(=O)C2CCN(S(=O)(=O)c3ccc(C)c(C)c3)CC2)c1	2.1	-3	-1	1%	-2%	3%	5.3	-6%	-11%
O=C(Nc1c(Cl)cccc1Cl)c1cc(=O)n(Cc2ccccc2)c(=O)[nH]1	0.3	0	-12	0%	-14%	2%	-0.3	20%	11%
Cc1ccc(NS(=O)(=O)c2cccc(C(=O)N(C)Cc3cccs3)c2)cc1	-0.1	-2	1	10%	-5%	2%	-0.5	-13%	-17%
CCn1c(CC(=O)Nc2ccc(C)cc2)nnc1SCC(=O)N1CCOCC1	1.1	1	-5	8%	-13%	-5%	0.8	23%	2%
CC(=O)N1CCN(c2nc3ccc([N+](=O)[O-])cc3s2)CC1	0.3	-2	3	-5%	-1%	2%	0.3	-25%	-23%
C=CCN(C(=O)CSc1nnnn1C)c1nc(-c2ccccc2)cs1	0.4	5	4	4%	?	28%	0.3	-6%	-10%
CC(C)N(CC#CCC1(O)c2ccccc2-c2ccccc21)CCO	-0.4	1	11	2%	-12%	10%	0.4	-6%	5%[57.1 µM]
COc1cc(C)ccc1OCCOCCOc1cccc2ccc(C)nc12	-0.7	3	1	6%	-17%	-10%	0.6	8%	1%
Cc1nn(C)c(C)c1NC(=O)COc1ccc(Cl)cc1Br	0.9	-3	-26	2%	-20%	-8%	-0.7	14%	0%
O=C(N/C(=N\O)c1ccccc1)Nc1ccc(Cl)cc1	0.0	2	-20	6%	-15%	-1%	-0.9	9%[57.1 µM]	-6%
CC(=O)Nc1ccc(S(=O)(=O)CCC#N)cc1	0.1	7	4	-3%	4%	-2%	-1.3	-4%[57.1 µM]	5%[57.1 µM]
O=C(Oc1cccnc1)c1cc2ccccc2oc1=O	-0.3	3	-2	12%	-17%	-1%	-0.1	3%[57.1 µM]	1%[57.1 µM]
CC1CCCC(C)N1NC(=O)Cc1ccccc1 (stereo not drawn)	0.7	-3	3	11%	-7%	-1%	0.1	21%	8%
Cc1cccc2nc3c(nc12)CCCC3	0.2	-1	-12	18%	-15%	-2%	-0.2	49%[activator]	15%

Additional results:
SMILES	TRHR agonist	TRHR PAM	D2 antagonist	mIDH1 inhibitor	USP1 inh	Pin1 inhibitor	D2 agonist	TrxR1 inh	TrxR1 substrate
CCCNC(=O)c1cc(OC)c(OC)cc1[N+](=O)[O-]	0.3	18	1	-4%	-17%	-1%	-0.1	-10%	-15%
NC(=O)NNc1cccc(Cl)n1	0.3	-1	13	14%	-10%	-2%	0.2	-2%	1%
COc1cc(NS(=O)(=O)c2ccc(N/C=C(\C#N)c3nc4ccccc4o3)cc2)nc(OC)n1	-0.8	-5	-6	-17%	-32%	?	0.9	-8%	-14%
O=S(=O)(c1cccs1)N1CN(Cc2ccc(F)cc2)c2nc3ccccc3nc21	1.0	2	/	7%	-18%	27%	/	4%	-7%
O=C1[C@H]2[C@@H](C(=O)N1c1cc(Cl)cc(Cl)c1)[C@]1(C(=O)Nc3ccccc31)N1CCC[C@@H]21	-0.1	10	/	2%	-10%	11%	/	4%	-2%
O=C(Cc1ccccc1)NC1CC(=O)N(c2ccccc2)C1 (stereo not drawn)	0.1	4	/	18%	39%[activator]	-6%	0.5	12%[57.1 µM]	0%[57.1 µM]
COc1ccc(OC)c(S(=O)(=O)N2CCC(C(=O)N3CCCC3)CC2)c1	0.0	3	8	0%	-9%	-1%	0.2	12%	3%
COc1ccc(Oc2c(C(F)(F)F)oc3cc(OCC(=O)O)ccc3c2=O)cc1	0.4	-1	/	15%	-14%	-6%	/	21%	0%
CCC(C)N1CCNCC1 (stereo not drawn)	-0.7	4	-6	0%	-10%	-5%	-0.5	-5%	-9%
O=C(Nc1ccc(Nc2ccncc2)cc1)c1ccc(Nc2ccnc3ccc([N+](=O)[O-])cc23)cc1	0.3	-4	5	5%	-18%	11%	1.6	-5%[57.1 µM]	74%
CCOC(=O)C1=C(C)NC(C)=C(C(=O)OCC)C1C(=O)OCC(=O)NC1CCCCC1	/	/	/	2%	-3%	-5%	/	4%[57.1 µM]	8%[57.1 µM]
COCCOC(=O)C1=C(C)N=c2s/c(=C\c3cccs3)c(=O)n2C1c1cccs1 (stereo not drawn)	1.6	-7	20	-3%	-20%	2%	0.3	-9%	-15%
COc1ccccc1C1CC(c2ccc(C)cc2)Nc2ncnn21 (stereo not drawn)	0.5	0	-11	4%	-22%	2%	1.0	13%	6%
O=C(NCc1ccco1)Nc1ccc2snnc2c1	-0.4	-4	0	3%	-2%	0%	-1.0	11%[57.1 µM]	15%[57.1 µM]
O=C(N/N=C/c1ccco1)c1cccc(NC(=O)c2ccccc2Cl)c1	0.5	-2	-8	1%	?	0%	0.6	-7%	-1%
CCCN1C(=O)C(=O)N(CC(=O)c2cc(C)n(C3CC3)c2C)C1=O	0.4	-7	1	7%	-1%	-6%	-0.1	-12%	-11%
COc1cccc(NC(=S)N(CCN(C)C)C(C)c2ccco2)c1 (stereo not drawn)	-0.9	-1	-1	5%	-11%	-2%	-0.5	-14%	-9%
COc1ccc(-c2cc(=O)oc3cc(OCC(=O)c4cccc([N+](=O)[O-])c4)ccc23)cc1	1.3	3	-21	/	/	/	0.5	/	/
COc1ccc(S(=O)(=O)N2CCOCC2)cc1NC(=O)c1cc(=O)[nH]c2ccccc12	-2.1	-4	12	15%	-12%	11%	-0.3	3%	3%

From PubChem

Some of the compounds tested (hit frequency here may not be typical).
